High-throughput results: PubChem BioAssay, The Scripps Research Institute Molecular Screening Center
TEAD-YAP block: TEAD-YAP interaction inhibition; AID 1259422; HEK-TIYL cells, TEAD-Gal4/YAP UAS-luciferase luminescence; 640,000 compounds, 1.4% hits; inhibition, % at 9.12 µM; in the data active = inhibition above about 32%;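 note: 0% = median of test compound wells and 100% = reference inhibitor wells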
MITF primary: inhibitors of human MITF; O75030; AlphaScreen MITF homodimerization, bead proximity signal; inhibition, % at 2.6 µM; 650,000 compounds, 0.91% hits; AID 1259374; in the data active = inhibition above about 50%;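 note: 0% = vehicle wells with protein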
Target sequence (O75030 whole entry, looked up): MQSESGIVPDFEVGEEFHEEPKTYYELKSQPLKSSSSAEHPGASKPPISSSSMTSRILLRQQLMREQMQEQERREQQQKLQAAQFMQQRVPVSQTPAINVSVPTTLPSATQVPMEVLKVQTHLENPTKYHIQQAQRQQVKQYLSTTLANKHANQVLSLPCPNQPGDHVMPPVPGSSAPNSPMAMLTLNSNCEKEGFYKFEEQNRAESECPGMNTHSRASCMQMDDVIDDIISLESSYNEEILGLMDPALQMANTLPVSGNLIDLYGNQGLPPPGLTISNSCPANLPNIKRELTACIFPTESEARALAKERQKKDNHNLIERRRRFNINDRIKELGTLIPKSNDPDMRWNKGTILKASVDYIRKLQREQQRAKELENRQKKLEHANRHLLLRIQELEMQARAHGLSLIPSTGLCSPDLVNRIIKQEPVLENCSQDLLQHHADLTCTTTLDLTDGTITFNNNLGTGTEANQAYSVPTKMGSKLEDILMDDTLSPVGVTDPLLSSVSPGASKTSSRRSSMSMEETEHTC
GPR151 ag: activators of human GPR151. Q8TDV0. PathHunter beta-arrestin GPR151 cells, luminescence. activation, % at 11.2 µM. 650,000 compounds, 1% hits. AID 1508602; in the data active = activation above about 4.9%;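 note: 0% = median of compound wells and 100% = cells with positive control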
Target sequence (Q8TDV0 whole entry, looked up): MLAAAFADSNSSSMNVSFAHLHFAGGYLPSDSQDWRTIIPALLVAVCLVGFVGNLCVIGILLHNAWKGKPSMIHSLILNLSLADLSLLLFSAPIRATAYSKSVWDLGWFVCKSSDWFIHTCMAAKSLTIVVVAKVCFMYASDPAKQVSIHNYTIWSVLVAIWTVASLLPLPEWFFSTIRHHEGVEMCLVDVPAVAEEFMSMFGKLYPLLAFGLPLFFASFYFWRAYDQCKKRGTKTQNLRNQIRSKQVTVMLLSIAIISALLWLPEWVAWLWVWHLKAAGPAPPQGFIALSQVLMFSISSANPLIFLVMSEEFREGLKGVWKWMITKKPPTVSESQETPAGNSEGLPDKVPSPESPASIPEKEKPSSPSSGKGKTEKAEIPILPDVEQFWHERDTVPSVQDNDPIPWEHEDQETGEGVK
FBW7 activator: human FBW7 E3 ligase activation, primary screen. Q969H0. AlphaScreen FBW7–phospho-cyclin E peptide binding, activator screen. normalized activity (activation), % at 26.1 µM. 650,000 compounds, 0.13% hits; in the data active = normalized activity above about 1.9%;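 note: purified mutant Fbw7 with reduced substrate affinity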
An asterisk follows results filed as active.

No. | compound | TEAD-YAP block | MITF primary | GPR151 ag | FBW7 activator
1 | O=C(CCCN1C(=O)C2C3C=CC(C3)C2C1=O)N1CCN(c2ccc(F)cc2)CC1 (stereo not given) | -2 | 4 | -0.4 | 0.1
2 | COC(=O)c1sc(NC(=O)COc2ccc(C)cc2)c(C#N)c1C | 0 | -2 | -0.3 | 0.1
3 | O=C(c1cccc(F)c1)N1CCN(Cc2cccc(Br)c2)CC1 | 11 | 50 | 0.2 | 0.1
4 | CN1CCN(c2nccc(CN3CCCC3c3n[nH]c(Cc4ccc(F)cc4)n3)n2)CC1 (stereo not given) | -3 | 7 | -0.3 | -0.2
5 | CCCCN(CC)S(=O)(=O)c1ccc(C(=O)Nc2c(C(=O)OCC)oc3ccccc23)cc1 | 10 | 0 | 1.5 | 0.1
6 | CC(=O)N/C(=C\c1cccc([N+](=O)[O-])c1)C(=O)NC(C)C | 5 | 13 | -0.6 | 0.0
7 | Cc1cccc(OCC(=O)NCC(=O)NN)c1 | 14 | -17 | 0.3 | 0.2
8 | CSc1cccc(NC(=O)CSc2nnc(Cc3ccccc3)n2C)c1 | -1 | -3 | 0.0 | 0.1
9 | COC(=O)c1cc(NS(=O)(=O)c2ccc(F)cc2)ccc1Cl | 1 | 26 | -1.8 | 0.2
10 | O=C(CC1Sc2ccccc2NC1=O)Nc1ccccc1Br (stereo not given) | 0 | -9 | -1.3 | -0.3
11 | N#C/C=N/N(c1ccccc1)c1ccccc1 | -48 | 14 | 0.5 | 0.7
12 | COC(=O)CCCNC(=O)c1cc(COc2cccc3cnccc23)on1 | 12 | -7 | 1.8 | 0.0
13 | Cc1cc(OCC(=O)O/N=C(\N)c2ccc([N+](=O)[O-])cc2)cc(C)c1Br | 3 | 8 | -0.6 | 0.2
14 | CCOc1ccccc1OC(=O)c1ccco1 | 8 | 7 | -0.3 | 0.0
15 | COc1ccc(C)cc1NC(=O)CN1C(=O)C(C)N(c2ccc(C)cc2)C1=O (stereo not given) | 8 | -1 | 2.4 | -0.2
16 | CCOc1nc(N=C(N)N)nc2c(C)cccc12 | 16 | -2 | 0.7 | 0.0
17 | O=C(Nc1cc(Cl)cc(Cl)c1)c1ccc(C(=O)c2ccccc2)cc1 | 4 | 2 | -2.6 | 0.0
18 | Clc1ccc(OCCN2CCNCC2)cc1 | 10 | 15 | -0.4 | 0.4
19 | COc1ccc(OC)c(NS(=O)(=O)c2ccc(OC)c(I)c2)c1 | -2 | 14 | 0.4 | 0.3
20 | CC1OC(C)C(C)C(c2ccccc2O)O1 (stereo not given) | 6 | -1 | 1.3 | 0.0
21 | COc1ccc2[nH]cc(CCNC(=O)c3ccc(Cl)cc3)c2c1 | 4 | -7 | -1.4 | -0.3
22 | CCCN1CNC(=S)N(c2cccc(Cl)c2)C1 | 2 | -13 | -0.4 | 0.0
23 | CCOC(=O)C(C)Oc1cc(Br)c(C=O)cc1OC (stereo not given) | 4 | 4 | -0.1 | -0.1
24 | O=C1CCCC2=C1C1(CCCC1)N=C(Nc1nc3ccccc3s1)N2 | 0 | -2 | 0.1 | -0.1
25 | CCN1CCN(c2cc(C)c3cc(NC(=O)c4cc(Br)ccc4Cl)ccc3n2)CC1 | -1 | -1 | 0.5 | -0.5
26 | c1cc(-c2cnc3ccc(NCc4ccc5c(c4)OCO5)nn23)ccn1 | 47* | 9 | -0.1 | 0.2
27 | C=CCn1c(CNC(=O)c2ccccc2)n[nH]c1=S | 3 | 7 | 2.1 | 0.0
28 | CC(C)CC(C(=O)Nc1ncn[nH]1)N1C(=O)c2ccccc2C1=O (stereo not given) | 5 | 9 | -0.9 | 0.4
29 | CC(C)(C)SCCOC(=O)Nc1ccc(Cc2ccc(NC(=O)OCCSC(C)(C)C)cc2)cc1 | 10 | 24 | -0.3 | 0.2
30 | COc1ccc(C2=NS(=O)(=O)N(C)C(C(=O)Nc3ccc4c(c3)OCO4)=C2)cc1OC | 18 | 9 | 3.5 | -0.2

Exported screen by screen: 3 of the compounds above.
24. O=C1CCCC2=C1C1(CCCC1)N=C(Nc1nc3ccccc3s1)N2
25. CCN1CCN(c2cc(C)c3cc(NC(=O)c4cc(Br)ccc4Cl)ccc3n2)CC1
26. c1cc(-c2cnc3ccc(NCc4ccc5c(c4)OCO5)nn23)ccn1
screen / no.,24,25,26
TEAD-YAP block,0,-1,47*
MITF primary,-2,-1,9
GPR151 ag,0.1,0.5,-0.1
FBW7 activator,-0.1,-0.5,0.2

Other entries
No. | compound | TEAD-YAP block | MITF primary | GPR151 ag | FBW7 activator
31 | COc1ccc(NC(=O)CSc2nc3ccccc3c(=O)n2-c2ccc(Cl)cc2)cc1 | 5 | -3 | 1.6 | -0.1
32 | Nc1ccc2c(c1)C(=O)c1ccc(N)cc1C2=O | -46 | 15 | -5.1 | 0.1
33 | COc1ccc(/C=N/NC(=O)c2cncc(Br)c2)cc1O | -6 | 0 | 0.1 | 0.0
34 | O=C(CN(Cc1ccccc1)S(=O)(=O)c1cc(Cl)ccc1Cl)NCC1CCCO1 (stereo not given) | -2 | 14 | 0.3 | 0.0
35 | CCOc1ccc2c(c1)CC(C(=O)Nc1ccc(-c3cn[nH]c3)cc1)NC2 (stereo not given) | -6 | 11 | 0.1 | 0.0
36 | COC(=O)CN1C(=O)C2(C(C#N)=C(N)Oc3ccccc32)C2=C1CC(C)(C)CC2=O (stereo not given) | 6 | -2 | -0.1 | 0.0
37 | COc1cccc(C(=O)NCCNc2ccc(C)nn2)c1 | -9 | 12 | -0.4 | 1.0
38 | O=C(CC1CC(=O)Oc2ccccc21)Nc1ccc(Cl)cc1 (stereo not given) | 8 | 3 | -0.9 | 0.1
39 | CCc1ccc(C(=O)C2CCCCC2)cc1 | 0 | 3 | 0.6 | 0.2
40 | O=C(Nc1ccc2c(c1)OCO2)c1cnc(Nc2ccc3ncccc3c2)s1 | 1 | 8 | 0.3 | 0.0
41 | CCOC(=O)c1sc(=S)n(-c2ccc(OC)cc2)c1N | 10 | 5 | -0.2 | -0.2
42 | Clc1ccc(-c2nc(NCCN3CCOCC3)c3ccccc3n2)cc1 | -16 | 6 | -1.0 | 1.1
43 | O=c1[nH]c2ccc(S(=O)(=O)Nc3ccc4c(c3)OCO4)cc2[nH]c1=O | -7 | -1 | 0.8 | 0.4
44 | CCOc1cc(/C=C2/N=C(C)C(C(=O)OC)=C2O)ccc1O | -2 | -13 | -0.7 | -0.2
45 | COc1cc(OC)c(C2Nc3cc(C)c(C)cc3NC3=C2C(=O)CC(C)(C)C3)cc1OC (stereo not given) | -20 | -11 | 0.0 | 0.0
46 | CCCN1CCN(c2nc(-c3ccc(C)cc3)nc3ccccc23)CC1 | -8 | 0 | 1.1 | -0.1
47 | COC(=O)c1sc2nc(CN3CCC[C@H]3CO)ccc2c1NC(=O)c1ccoc1 | -3 | -7 | 1.1 | 0.0
48 | CC(c1ccccc1)n1c(CCNC(=O)c2ccco2)nc2ccccc21 (stereo not given) | -8 | 10 | -0.4 | -0.3
49 | O=C1N=C(N2CCN(C(c3ccccc3)c3ccccc3)CC2)S/C1=C\c1ccccc1 | -1 | -4 | -1.1 | 0.0
50 | CCC(CC)c1nc(Nc2cccc(C(C)=O)c2)c2ccccc2n1 | -3 | 0 | 1.0 | 0.5
51 | O=C(Nc1nnc(-c2ccc3c(c2)CCCC3)o1)c1ccc([N+](=O)[O-])cc1 | 1 | 8 | 2.4 | 0.1
52 | CCCOc1ccc(/C=C/C(=O)Nc2ccc(S(=O)(=O)Nc3nccs3)cc2)cc1 | -4 | 6 | -0.9 | 0.1
53 | O=C1CCC(CCC(=O)N(CCO)Cc2ccccc2)(Cc2ccc(F)cc2)N1 (stereo not given) | 4 | 6 | -0.6 | -0.2
54 | CCOc1ccc(N2C(N)=NC(N)=NC23CCCC3)cc1 | -3 | 8 | 0.3 | 0.0
55 | O=C1CC(c2ccccc2F)c2cc3c(cc2N1)OCO3 (stereo not given) | 12 | 7 | 2.0 | 0.0
56 | Cc1cccc(NC(=O)CSc2nnc(CNC(=O)c3ccc(S(=O)(=O)N4CCOCC4)cc3)n2-c2ccc(F)cc2)c1 | -2 | 1 | 1.7 | -0.1
57 | COc1ccc2c(c1)-c1nc(-n3ncc(C(=O)NCCN4CCOCC4)c3C)ncc1CC2 | 23 | -16 | -0.5 | 0.1
58 | COc1ccc(C(=O)O)c([N+](=O)[O-])c1OC | 2 | -7 | 2.0 | 0.2
59 | COC(=O)/C(=C/c1ccc(Cl)cc1)NC(=O)c1ccccc1OC | 0 | 4 | -0.8 | -0.2
60 | COC(=O)c1sccc1NC(=O)/C=C/c1ccc([N+](=O)[O-])cc1 | -6 | -7 | -0.3 | -0.1
61 | O=C(CSc1nc2ccccc2o1)Nc1cc(C(F)(F)F)cc(C(F)(F)F)c1 | 6 | -8 | 0.7 | 0.2
62 | CSc1cccc(NC(=O)C2C3C=CC4(O3)C2C(=O)N(CCN2CCCCC2)C4C(=O)NC2CCCC(C)C2C)c1 (stereo not given) | 6 | 3 | -0.8 | 0.0
63 | C=CCOc1ccc(C(=O)N2CCN(C(=O)OCC)CC2)cc1 | -7 | -3 | -0.2 | -0.1
64 | Nc1cccc(-c2nc3ncnc(Nc4ccc(Oc5ccccc5)cc4)c3[nH]2)c1 | 4 | 4 | 2.6 | -0.1
65 | Cc1cc2c(c(=O)o1)C(c1ccccc1Cl)C(C#N)=C(N)O2 (stereo not given) | -10 | -6 | 1.2 | 0.0
66 | O=C(Cn1c(=S)[nH]c2ccccc2c1=O)N1CCN(c2ccc(F)cc2)CC1 | 10 | 6 | 0.5 | -0.2
67 | O=C(Cc1ccccc1)Nc1nnc(CSc2ccccc2)s1 | -3 | 6 | 0.9 | 0.6
68 | CCn1cc(CCC(=O)NCCN2CCCC2)c2ccccc21 | -1 | -10 | -0.3 | -0.1
69 | Cc1cccc(CNC(=O)CCc2nnc(-c3ccc(-c4ccccc4)cc3)o2)n1 | 14 | 10 | 0.6 | 0.0
70 | COc1ccc(/C=C2\SC(=O)N(CC(=O)Nc3cccc(C)c3)C2=O)cc1O | -1 | -2 | 0.4 | -0.1
71 | C=CCNC(=O)C(=O)N/N=C/c1ccc(OC)cc1OC | -1 | -15 | 0.4 | -0.1
72 | COc1ccc(-c2noc(-c3ccccc3C(=O)NCc3ccco3)n2)cc1OC | 14 | -30 | 0.3 | -0.1
73 | COc1ccc(C2=N/C(=C/c3ccc(OC)c(OC)c3)C(=O)O2)cc1Br | -5 | -9 | 1.0 | 0.0
74 | COc1ccccc1Nc1nnc(-c2cc3cccc(OC)c3oc2=O)s1 | -10 | 0 | -1.2 | -0.1
75 | Cc1nn(C(=O)C23CC4CC(CC(C4)C2)C3)c(C)c1Sc1ccc(Br)cc1 | 1 | 13 | -1.3 | -0.1
76 | COc1cc(Nc2nc3ccc(Cl)cc3n3cnnc23)cc(OC)c1 | 6 | -7 | -0.6 | -0.1
77 | COc1ccc(CCNc2nc(Nc3cnccn3)nc3c2ncn3C(C)C)cc1 | 36* | 2 | 1.2 | 0.0
78 | Cn1c(=O)c2c(nc(N3CCN(Cc4ccccc4)CC3)n2CC(=O)c2ccccc2)n(C)c1=O | 1 | 7 | -0.1 | -0.1
79 | Cc1cc2ncn(S(=O)(=O)c3ccc(S(=O)(=O)N(C)C)cc3)c2cc1C | -5 | -12 | 0.3 | -0.1
80 | O=C(C1CCC1)N1CCN(c2ccccc2)CC1 | -9 | 4 | -0.5 | 0.0
81 | Cc1nnc(SCC(=O)Nc2ccc(Cl)c([N+](=O)[O-])c2)s1 | 14 | -3 | -1.4 | -0.2
82 | COC(=O)c1c(C)oc2ccc(N(C(=O)Oc3ccccc3)S(=O)(=O)c3cccc([N+](=O)[O-])c3)cc12 | -2 | 14 | 0.1 | -0.1
83 | COc1cccc(-c2csc(/C(C#N)=C\Nc3cccc(F)c3)n2)c1 | -1 | -10 | -0.5 | 0.1
84 | CCCCCCn1c(SCC(C)O)nc2c1c(=O)[nH]c(=O)n2C (stereo not given) | -14 | 15 | 0.2 | 0.4
85 | Nc1c(/C=C2\C=C([N+](=O)[O-])C=CC2=O)c(=O)nc2sc(-c3ccccc3)nn12 | -5 | -14 | -0.3 | 0.0
86 | Cn1c(SC/C(O)=C(\C#N)c2nc3ccccc3[nH]2)nnc1-c1ccco1 | 9 | -7 | -0.5 | 0.0
87 | CCOC(=O)C1CCCN(Cc2ccoc2)C1 (stereo not given) | 6 | 20 | 0.7 | 0.5
88 | Cc1cccc(OCc2nnc(SCC(=O)N3CCCCC3)n2C)c1 | -7 | 2 | 0.6 | 0.1

One compound at a time, from the list above:
`Nc1ccc2c(c1)C(=O)c1ccc(N)cc1C2=O` is listed as TEAD-YAP block = -46; MITF primary = 15; GPR151 ag = -5.1; FBW7 activator = 0.1
`CC(=O)N/C(=C\c1cccc([N+](=O)[O-])c1)C(=O)NC(C)C` is listed as TEAD-YAP block = 5; MITF primary = 13; GPR151 ag = -0.6; FBW7 activator = 0.0
`Cc1nn(C(=O)C23CC4CC(CC(C4)C2)C3)c(C)c1Sc1ccc(Br)cc1` is listed as TEAD-YAP block = 1; MITF primary = 13; GPR151 ag = -1.3; FBW7 activator = -0.1
